Epigenetic derep = regulators of epigenetic silencing causing reporter derepression in mouse cells; Potency, µM (highest dose often 53.9 µM), inactives show at the top dose GFP activation, hits mostly activators; actives 0.2% (n = 280,000); murine LDR cells, GFP reporter derepression, 30 h; AID 1865; also: potency is read from the fitted curve at half-maximal effect; % of control where 0% means no effect; nearly all actives have a fitted effect of over 60% in size
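Derepression of a silenced CMV-GFP reporter in murine LDR cells is scored by enumerating GFP-positive cells with a laser-scanning microplate cytometer after 30 hours of treatment at 37 C.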
HTT aggregate = mutant huntingtin aggregation inhibition. Potency, µM (highest dose often 46.1 µM), for the others: at the top dose activity change, negative = inhibition, most hits filed as inhibitors. PC12 HttQ103-GFP aggregates, Acumen cytometry, 40 h. actives 1.1% (n = 220,000); also: potency is read from the fitted curve at half-maximal effect; % is scaled to controls: 0 for no effect and ±100 for the full control effect; nearly all actives have a fitted effect of over 60% in size
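Huntingtin Q103 exon 1–GFP aggregates in induced PC12 cells (100 nM tebufenozide) were quantified by cytometry from lysates, with compounds dosed in titration.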
NPSR antagonist = neuropeptide S receptor (human) antagonism, cAMP | Q6W5P4 | CHO-NPSR cells, cAMP TR-FRET, antagonist mode | Potency, µM (doses to about 38.3 µM), inactives show top-dose activity change, negative = inhibition, usual class: inhibitors | actives 1% (n = 220,000); also: potency is read from the fitted curve at half-maximal effect; % is scaled to controls: 0 for no effect and ±100 for the full control effect; nearly all actives have a fitted effect of over 50% in size; many of its hits are not listed in these tables
Target sequence (Q6W5P4 whole entry, looked up): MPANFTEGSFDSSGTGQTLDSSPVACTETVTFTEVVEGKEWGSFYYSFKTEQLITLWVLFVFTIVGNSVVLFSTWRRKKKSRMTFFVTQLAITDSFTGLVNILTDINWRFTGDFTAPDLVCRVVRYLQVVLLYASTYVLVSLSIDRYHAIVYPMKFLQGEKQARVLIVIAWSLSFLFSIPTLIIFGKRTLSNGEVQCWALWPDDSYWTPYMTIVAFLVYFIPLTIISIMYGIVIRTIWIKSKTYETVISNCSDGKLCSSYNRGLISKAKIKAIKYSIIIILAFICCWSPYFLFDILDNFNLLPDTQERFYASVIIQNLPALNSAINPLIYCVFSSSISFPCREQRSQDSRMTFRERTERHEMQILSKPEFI
KinaseGlo FLuc = counter-screen: inhibitors of Kinase-Glo firefly luciferase | actives 0.28% (n = 200,000) | Potency, µM (top dose mostly 38.3 µM), for inactives: at the highest dose activity change, negative = inhibition, hits mostly inhibitors | Kinase-Glo luciferase, ATP luminescence, 8 min | Q27757; also: potency is read from the fitted curve at half-maximal effect; % is scaled to controls: 0 for no effect and ±100 for the full control effect; nearly all actives have a fitted effect of over 60% in size
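Recombinant Kinase-Glo luciferase, 10 uM ATP (linear range), luciferin; imidazole pH 7.2 / KCl / MgCl2 / Tween / BSA buffer; 8 min RT; luminescence.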
LMNA splice mod = changes lamin A minigene splicing in HeLa cells. HeLa LMNA splicing GFP/RFP minigene ratio, 48 h. Potency, µM (doses to about 46.1 µM), without a hit: at the highest dose ratio change, negative = inhibition, hits mostly inhibitors. actives 0.01% (n = 200,000); active = well fitted inhibition curve with a large enough effect in the signal ratio, with a control signal flat, not every such curve was filed as active; inconclusive = small, poorly fitted or top-dose-only effect, or effect the other way, or a change in a side signal; the % refers to the signal ratio; also: potency is read from the fitted curve at half-maximal effect; % is scaled to controls: 0 for no effect and ±100 for the full control effect
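S3 HeLa stable clones carrying a lamin A-EGFP splicing minigene plus DsRed2 were seeded at 600 cells/well in Opti-MEM with 2% FBS, pin-dosed and incubated 48 h at 37°C. Acumen cytometry (488 nm) gave the GFP/RFP total-intensity ratio.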
CBFb RUNX1 block = blocks binding between human CBF-beta and RUNX1. Q01196+Q13951. AlphaScreen CBFb-His/RUNX1-biotin binding, biochemical. Potency, µM (titrated, usually from 59.8 µM), for inactives: at the highest dose activity, negative = inhibition, hits mostly inhibitors. 230,000 tested, under 10 active; also: % of control where 0% means no effect
Target sequence (Q01196 whole entry, looked up): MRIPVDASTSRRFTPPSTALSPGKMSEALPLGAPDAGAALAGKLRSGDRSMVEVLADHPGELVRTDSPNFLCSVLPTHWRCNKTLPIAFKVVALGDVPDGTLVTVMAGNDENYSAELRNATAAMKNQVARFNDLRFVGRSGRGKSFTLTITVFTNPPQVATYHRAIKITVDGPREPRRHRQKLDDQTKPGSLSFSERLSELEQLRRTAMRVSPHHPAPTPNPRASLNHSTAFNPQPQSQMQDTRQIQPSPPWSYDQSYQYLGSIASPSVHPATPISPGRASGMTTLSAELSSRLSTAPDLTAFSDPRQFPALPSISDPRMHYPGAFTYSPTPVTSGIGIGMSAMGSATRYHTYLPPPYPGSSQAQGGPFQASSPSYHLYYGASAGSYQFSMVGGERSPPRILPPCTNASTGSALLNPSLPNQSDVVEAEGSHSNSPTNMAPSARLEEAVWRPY
Target sequence (Q13951 whole entry, looked up): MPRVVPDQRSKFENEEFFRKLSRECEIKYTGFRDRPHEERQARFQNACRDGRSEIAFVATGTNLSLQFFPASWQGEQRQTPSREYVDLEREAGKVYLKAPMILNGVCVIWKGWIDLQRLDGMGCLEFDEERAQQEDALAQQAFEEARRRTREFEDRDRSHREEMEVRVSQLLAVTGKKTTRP
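Interaction loss through any mechanism counts as activity. Pre-formed complex of His-CBF-beta and biotin-RUNX1 (30 nM apiece) is incubated with compound 15 min, then with 50 ng nickel and 50 ng streptavidin beads for 90 min before AlphaScreen detection.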
IMPase Li cell = cell-permeable IMPase inhibitors with lithium potentiation | CHO-M1 cells, IP1 TR-FRET (IP-One), carbachol + lithium | Potency, µM (highest dose often 59.4 µM), inactives show at the highest dose activity, negative = IMPase inhibition, usual class: inhibitors | AID 1457 | actives 0.35% (n = 210,000);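 also: IP1 builds up when IMPase is blocked and the TR-FRET signal falls; potency is read from the fitted curve at half-maximal effect; plate controls were basal vehicle for no effect and high inhibitor control for full effect; nearly all actives have a fitted effect of over 50% in size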
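CHO cells stably expressing M1 receptor (2000/well) were cultured 16–30 h, then exposed to compounds with a small lithium addition for 30 min at 37C. IP1 was measured by TR-FRET competition; AC50 from Hill fits.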
Numbers without * were called inactive; & = joins results of further samples; [ ] = dose if it differs, or a comment. Unless noted, calls follow the shape of the dose curve; as a rule, active = well fitted curve in the direction sought with a large enough effect; inconclusive = small, poorly fitted or top-dose-only effect, or another doubt; inactive = no such curve, though single readings can be large; an effect the other way counts as inactive or inconclusive.

How did COc1ccccc1NC(=O)N1CCCC1C(=O)NCc1ccccc1F (configuration not stated) do in these assays?
Epigenetic derep: 6.0%; HTT aggregate: 22.1%; NPSR antagonist: -7.7%[46.1 µM]; KinaseGlo FLuc: -4.7%; LMNA splice mod: 0.9%; CBFb RUNX1 block: 1.6%; IMPase Li cell: 26.2%[38.3 µM]

Results for COc1ccc(C(=O)NC(=S)NNC(=O)c2ccc3ccccc3n2)cc1 ?
Epigenetic derep: -0.9%; HTT aggregate: -36.7%[9.22 µM]; NPSR antagonist: -31.2%; CBFb RUNX1 block: -3.9%

How did Cc1cc(C(=O)CSc2nc3ccccc3o2)c(C)n1CC1CCCO1 (configuration not stated) do in these assays?
Epigenetic derep: 1.0%; HTT aggregate: inconclusive; NPSR antagonist: -11.6%[46.1 µM]; KinaseGlo FLuc: -2.5%; LMNA splice mod: inconclusive; CBFb RUNX1 block: -6.1%; IMPase Li cell: 51.7%[activator][38.3 µM]

What do the screens show for `Cc1ccc(S(=O)(=O)N(C)c2ccc(OCC(=O)OCc3c(C)noc3C)cc2)cc1`?
Epigenetic derep: 0.0%; HTT aggregate: -14.2%; NPSR antagonist: -20.7%[46.1 µM]; KinaseGlo FLuc: 7.1%; LMNA splice mod: -7.5%; CBFb RUNX1 block: 18.5%; IMPase Li cell: 12.5%

How did CCOC(=O)C1=C(C)N(CC(C)C)C(=O)/C1=C\c1ccc(OCC(=O)Nc2ccccc2)cc1 do in these assays?
Epigenetic derep: -0.5%; HTT aggregate: 4.7%; NPSR antagonist: -23.0%[46.1 µM]; KinaseGlo FLuc: -2.4%; LMNA splice mod: 18.7%; CBFb RUNX1 block: 4.9%; IMPase Li cell: 13.0%[38.3 µM]

Results for Cc1nc(CSc2nnc(Nc3cccc(C)c3C)s2)cs1 ?
Epigenetic derep: 0.0%; HTT aggregate: 0.6%; NPSR antagonist: 6.6%; KinaseGlo FLuc: 1.4%; LMNA splice mod: -5.6%; CBFb RUNX1 block: 4.7%; IMPase Li cell: 4.3%

What do the screens show for `Clc1ccc(C2CC(c3cccs3)n3ncnc3N2)cc1Cl` (configuration not stated)?
Epigenetic derep: 0.0%; HTT aggregate: 14.7%; NPSR antagonist: -28.1%[46.1 µM]; KinaseGlo FLuc: 0.8%; LMNA splice mod: -7.1%; CBFb RUNX1 block: 1.9%; IMPase Li cell: 15.7%[38.3 µM]

What do the screens show for `CN1CCc2c(sc3c2c(=O)n(-c2ccc(Cl)cc2)c2nncn32)C1`?
Epigenetic derep: 0.0%; HTT aggregate: -2.8%; NPSR antagonist: inconclusive; KinaseGlo FLuc: 5.5%; LMNA splice mod: 9.5%; CBFb RUNX1 block: 1.3%; IMPase Li cell: 2.0%[38.3 µM]

Results for Cc1cc(C(=O)NNC(=O)c2nn(C)c(=O)c3ccccc23)c(C)o1 ?
Epigenetic derep: -3.7%; HTT aggregate: -13.3%; NPSR antagonist: 7.8%; KinaseGlo FLuc: -0.5%; CBFb RUNX1 block: inconclusive; IMPase Li cell: 2.4%

Results for CCOC(=O)c1c(C)[nH]c(C(=O)COC(=O)CNC(=O)c2ccccc2Cl)c1C ?
Epigenetic derep: 7.4%; HTT aggregate: -5.8%; NPSR antagonist: 23.1%; KinaseGlo FLuc: 2.3%; LMNA splice mod: inconclusive; CBFb RUNX1 block: -4.0%; IMPase Li cell: 2.1%

How did Cn1c(-c2c(N)n(CCCc3ccccc3)c3nc4ccccc4nc23)nc2ccccc21 do in these assays?
Epigenetic derep: inconclusive; HTT aggregate: 6.4%; NPSR antagonist: -13.3%[46.1 µM]; KinaseGlo FLuc: -7.4%; LMNA splice mod: -3.5%; CBFb RUNX1 block: 3.1%; IMPase Li cell: 10µM*

Results for Cc1nc(Cl)c(C(=O)NCc2ccccc2)c(C)c1Cl ?
Epigenetic derep: -1.1%; HTT aggregate: 6.2%; NPSR antagonist: -1.0%; KinaseGlo FLuc: 1.6%; CBFb RUNX1 block: -0.8%; IMPase Li cell: 12.0%

Results for Fc1cccc(CSc2ccc(-c3ccc4c(c3)OCO4)nn2)c1 ?
Epigenetic derep: -1.0%; HTT aggregate: 19.0%; NPSR antagonist: -2.9%; KinaseGlo FLuc: -1.7%; LMNA splice mod: -9.7%; CBFb RUNX1 block: 4.6%; IMPase Li cell: 13.3%

What do the screens show for `Cc1cccc(CC2S/C(=N/c3cccc(C)n3)NC2=O)c1` (configuration not stated)?
Epigenetic derep: -1.6%; HTT aggregate: 6.0%[9.22 µM]; NPSR antagonist: 0.8%; CBFb RUNX1 block: -1.7%

What do the screens show for `Clc1ccc(-c2csc(Nc3ccccc3)[n+]2Cc2ccco2)c(Cl)c1`?
Epigenetic derep: -1.5%; HTT aggregate: inconclusive; NPSR antagonist: -53.9%; KinaseGlo FLuc: -2.5%; LMNA splice mod: inconclusive; CBFb RUNX1 block: -11.7%; IMPase Li cell: 11.1%

How did CCOc1ccc(C(=O)N2CCN=C2SC)cc1OCC do in these assays?
Epigenetic derep: 0.0%; HTT aggregate: -2.0%; NPSR antagonist: 1.1%[46.1 µM]; KinaseGlo FLuc: -5.6%; LMNA splice mod: 7.8%; CBFb RUNX1 block: -4.5%; IMPase Li cell: -16.9%[38.3 µM]

How did CCCCN(C)C(=O)CCC(=O)Nc1ccc2nc(N3CCN(C)CC3)cc(C)c2c1 do in these assays?
Epigenetic derep: 0.0%; HTT aggregate: -4.2%; NPSR antagonist: -16.9%; KinaseGlo FLuc: 2.2%; LMNA splice mod: 6.3%[46 µM]; CBFb RUNX1 block: 3.8%; IMPase Li cell: 0.3%

How did Cc1cc(C)cc(NC(=S)N2CCC(N(C)CC3CCCO3)CC2)c1 (configuration not stated) do in these assays?
Epigenetic derep: -2.6%; HTT aggregate: 6.1%; NPSR antagonist: 8.2%; KinaseGlo FLuc: 2.0%; LMNA splice mod: 7.9%[46 µM]; CBFb RUNX1 block: -2.7%; IMPase Li cell: -3.6%

Results for Cc1ccc(NC(=O)C2(c3ccccc3)CCOCC2)cc1 ?
Epigenetic derep: 5.0%; HTT aggregate: 21.1%[9.22 µM]; NPSR antagonist: -0.4%; KinaseGlo FLuc: -4.8%; LMNA splice mod: inconclusive; CBFb RUNX1 block: 1.6%; IMPase Li cell: 11.3%

How did COc1ccccc1CCNC(=O)c1cc(-c2ccncc2)nc2ccc(Br)cc12 do in these assays?
Epigenetic derep: 5.3%; HTT aggregate: -1.1%[9.22 µM]; NPSR antagonist: -54.1%; KinaseGlo FLuc: -0.9%; LMNA splice mod: inconclusive; CBFb RUNX1 block: 1.7%; IMPase Li cell: -7.3%

How did CCCn1nnc(NC(=O)c2ccccc2Cl)n1 do in these assays?
Epigenetic derep: -1.1%; HTT aggregate: 1.8%; NPSR antagonist: 1.8%[46.1 µM]; KinaseGlo FLuc: -0.9%; LMNA splice mod: 5.3%; CBFb RUNX1 block: 7.9%; IMPase Li cell: 5.5%[38.3 µM]

How did CN(C)CCCN(Cc1ccc2c(c1)OCO2)C(=O)NC1CCCCC1 do in these assays?
Epigenetic derep: -0.3%; HTT aggregate: -10.7%[9.22 µM]; NPSR antagonist: -24.9%; CBFb RUNX1 block: 5.9%

What do the screens show for `CCOCc1c(C(=O)OCC(=O)/C(C#N)=C(\C)N)oc2ccccc12`?
Epigenetic derep: 1.1%; HTT aggregate: -5.0%; NPSR antagonist: -2.1%; KinaseGlo FLuc: 2.0%; LMNA splice mod: -1.2%[46 µM]; CBFb RUNX1 block: 0.8%; IMPase Li cell: 1.0%

What do the screens show for `COc1ccc(-c2oc3ccccc3c(=O)c2O)cc1OC`?
Epigenetic derep: -1.0%; KinaseGlo FLuc: -4.2%; LMNA splice mod: inconclusive; IMPase Li cell: -4.0%

What do the screens show for `CSc1nncc(/C(C)=N\Nc2cccc(C)c2)n1`?
Epigenetic derep: 5.7%; HTT aggregate: 17.3%; NPSR antagonist: -2.6%[46.1 µM]; KinaseGlo FLuc: -6.7%; LMNA splice mod: 9.3%; CBFb RUNX1 block: -6.7%; IMPase Li cell: -0.1%[38.3 µM]

Results for O=C(Cn1nc(-c2ccc(Cl)cc2)c2ccccc2c1=O)NN1CCOCC1 ?
Epigenetic derep: -0.3%; HTT aggregate: -2.2%[9.22 µM]; NPSR antagonist: -4.3%; CBFb RUNX1 block: -5.3%

Results for Cc1ccc(OCCNS(=O)(=O)c2ccc(N3CCCC3=O)cc2)cc1C ?
Epigenetic derep: 2.1%; HTT aggregate: inconclusive; NPSR antagonist: -11.6%[46.1 µM]; KinaseGlo FLuc: -0.6%; LMNA splice mod: -2.7%; CBFb RUNX1 block: 3.0%; IMPase Li cell: 17.7%[38.3 µM]

Results for COc1cc(OC)c(C(=O)NCC2CCCO2)cc1OC (configuration not stated) ?
Epigenetic derep: 0.2%; HTT aggregate: -15.0%; NPSR antagonist: 25.5%; KinaseGlo FLuc: -1.5%; LMNA splice mod: 14.9%[46 µM]; CBFb RUNX1 block: 5.2%; IMPase Li cell: -6.3%

How did COc1cccc(C2c3[nH]c4ccccc4c3CCN2Cc2cnc(C)s2)c1OC (configuration not stated) do in these assays?
Epigenetic derep: 0.5%; HTT aggregate: inconclusive; NPSR antagonist: inconclusive; KinaseGlo FLuc: 5.9%; CBFb RUNX1 block: -9.6%; IMPase Li cell: 15.3%

Results for O=C(CSc1nnc2sc3ccccc3n12)N1CCN(c2ccccc2)CC1 ?
Epigenetic derep: -1.1%; HTT aggregate: 5.3%; NPSR antagonist: -7.8%[46.1 µM]; KinaseGlo FLuc: -0.3%; LMNA splice mod: 3.0%; CBFb RUNX1 block: 8.2%; IMPase Li cell: 18.2%[38.3 µM]

What do the screens show for `CC(=O)C1=C(C)N(CC2CC2)C(=O)N[C@H]1c1ccccc1`?
Epigenetic derep: 1.1%&1.1%; HTT aggregate: 1.9%; NPSR antagonist: -2.0%; KinaseGlo FLuc: -1.0%&3.0%; LMNA splice mod: -1.0%; CBFb RUNX1 block: -4.4%&6.1%; IMPase Li cell: -2.0%&1.1%

How did O=C1C=CC(=O)C(C2=C3C(=O)N(CCc4ccccc4)CC(=O)N3CCC2)=C1 do in these assays?
Epigenetic derep: 0.0%; HTT aggregate: 7.08µM*; NPSR antagonist: 10µM*; KinaseGlo FLuc: 0.7%; LMNA splice mod: inconclusive; CBFb RUNX1 block: -22.1%; IMPase Li cell: 26.8%

From PubChem

An excerpt (hit frequency here may not be typical).
